CRFR2-BP antag = antagonists of CRF-BP/CRF-R2 complex, primary screen, cell-based, HEK293, calcium dye fluorescence, uHTS | inhibition, % at 11.8 µM | AID 588475, 2011 | CRF-induced calcium fluorescence | hit rate 0.59% among 350,000;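 active = inhibition of the ligand-induced calcium signal above about 50% at the single tested concentration, limit read from the data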
GalR3 antag = GalR3 antagonists in HEK293 cells, primary screen, cell-based, fluorescence readout. HEK293 GalR3-CNG cAMP membrane potential fluorescence; galR3 body fused to GalR1 C-terminus. inhibition, % at 3 µM. hit rate 0.44% among 360,000. AID 651719, 2012;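 active = inhibition above the screen-wide average plus 3 SD, cut at about 13% in these data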;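 also: forskolin and galanin both at EC90 stimulate the cells; cAMP rise reported by CNG channel membrane potential dye signal; 0% = forskolin plus galanin with DMSO and 100% = forskolin alone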
Target sequence (O60755 1-299 limits assumed): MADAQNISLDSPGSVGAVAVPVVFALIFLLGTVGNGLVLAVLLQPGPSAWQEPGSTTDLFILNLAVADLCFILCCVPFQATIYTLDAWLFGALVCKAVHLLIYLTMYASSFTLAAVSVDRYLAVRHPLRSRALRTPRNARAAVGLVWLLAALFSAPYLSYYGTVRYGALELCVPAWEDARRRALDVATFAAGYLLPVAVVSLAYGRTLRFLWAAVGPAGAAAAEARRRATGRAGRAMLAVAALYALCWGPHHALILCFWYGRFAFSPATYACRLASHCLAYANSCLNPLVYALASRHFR
MEKK3 PB1 HTS = modulators of MEKK3-MEK5 PB1 binding, primary screen, biochemical, wildtype MEKK3, multiplex bead flow cytometry, Alexa488-MEK5 | bead-based flow cytometry, Alexa488-MEK5 binding to MEKK3; actives lie on both sides; 0 = blocked by unlabeled MEK5, 100 = vehicle | Mitogen-activated protein kinase kinase kinase 3 (Homo sapiens), Q99759 | binding response (% of control), % at 10 µM | AID 1529, 2009 | hit rate 1.4% among 290,000;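 active = binding response more than 3 SD above or below the average of its plate-row segment, actives on both sides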;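 also: Alexa488 bead fluorescence after subtracting the streptavidin-only scavenger bead signal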
Target sequence (Q99759 whole entry, looked up): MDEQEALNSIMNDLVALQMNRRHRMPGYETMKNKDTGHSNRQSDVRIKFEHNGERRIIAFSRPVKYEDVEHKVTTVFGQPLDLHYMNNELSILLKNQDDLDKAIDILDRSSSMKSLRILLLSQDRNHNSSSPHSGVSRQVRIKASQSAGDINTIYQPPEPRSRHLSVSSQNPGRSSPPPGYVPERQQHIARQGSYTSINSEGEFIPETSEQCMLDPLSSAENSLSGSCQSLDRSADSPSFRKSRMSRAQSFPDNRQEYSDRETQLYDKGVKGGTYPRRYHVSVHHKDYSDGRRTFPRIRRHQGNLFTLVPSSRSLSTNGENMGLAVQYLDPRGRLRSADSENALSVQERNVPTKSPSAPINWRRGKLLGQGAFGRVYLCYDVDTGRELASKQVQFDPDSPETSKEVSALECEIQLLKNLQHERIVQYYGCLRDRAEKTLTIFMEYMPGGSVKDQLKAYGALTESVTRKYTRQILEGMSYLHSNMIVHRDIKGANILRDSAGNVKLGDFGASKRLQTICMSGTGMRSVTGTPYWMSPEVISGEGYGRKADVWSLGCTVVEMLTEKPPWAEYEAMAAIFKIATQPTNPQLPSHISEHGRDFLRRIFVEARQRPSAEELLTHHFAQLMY
IDE inh = human IDE inhibitors in live cells, primary screen, fluorescence polarization, HEK cells, FAbetaB substrate; Insulin-degrading enzyme (Homo sapiens), P14735; FAbetaB cleavage; inhibition, % at 5.59 µM; hit rate 0.41% among 320,000; AID 434962, 2010;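 active = percent inhibition above the average of all tested compounds plus 3 SD, set per screening campaign, cut at about 16% in these data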;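 also: IDE supplied by intact live HEK cells; FP after avidin binding of uncleaved biotin substrate so inhibition keeps polarization high; 0% = DMSO wells and 100% = 60 µM reference IDE inhibitor Ii1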
CRFBP-R2 agonist = agonists of CRF-BP/CRF-R2 complex, primary screen, cell-based, HEK293, calcium dye fluorescence, uHTS; CRF-binding protein / CRF receptor 2 complex (human); calcium dye fluorescence (FLIPR); percent of saturating CRF peptide response; activation, % at 13.2 µM; hit rate 0.46% among 350,000; AID 588473, 2011;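 active = activation of at least 50%, plus an integration ratio under a set limit after plate pattern correction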;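 also: plate controls were neutral control wells without compound for no effect and CRF at EC100 for full effect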
IDE act = human IDE activators in live cells, primary screen, fluorescence polarization, HEK cells, FAbeta-B substrate; FAbeta-B cleavage; 0% vehicle, 100% cell-free pure enzyme wells; activation, % at 5.96 µM; hit rate 0.073% among 340,000; AID 493087, 2011;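 active = activation above the mean of all tested compounds plus 3 SD, set per screening campaign, cut at about 17% in these data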
p-CIP stab down = p/CIP-EGFP fusion destabilizers, primary screen, fluorescence, F442A cells | 16 h | decrease of EGFP signal, % at 10 µM | hit rate 0.01% among 290,000 | AID 1984, 2009;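 active = EGFP signal decrease of at least 30% at 10 µM or well 3 SD below plate mean, unless failing retest; inactive = the rest, including hits failing retest or dose response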; also: some compounds called inactive have numbers as strong as hits; many of its hits are not listed in these tables
PHOSPHO1 inh = PubChem AID 1565 | Phosphoethanolamine/phosphocholine phosphatase (Homo sapiens), Q8TCT1 | recombinant PHOSPHO1, absorbance phosphatase assay | inhibition, % at 13.3 µM | hit rate 1.1% among 290,000; in the data active = inhibition above about 60%
M4 PAM = human M4 muscarinic receptor positive allosteric modulators, primary screen, CHO-K1 cells, Fluo-8 calcium fluorescence; Muscarinic acetylcholine receptor M4 (Homo sapiens), P08173; CHO-K1 hM4/Gqi5, ACh EC20; 0% = ACh EC20, 100% = maximal ACh; activation, % at 3 µM; hit rate 0.4% among 360,000; AID 624126, 2012;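 active = activation above its plate's cutoff, the mean activation of sample wells plus 3 SD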; also: some results filed as inactive read as strong as hits
* hit, by the source's call; . = no result given; & = joins results of further samples.

No.	CRFBP-R2 agonist	M4 PAM	IDE act	CRFR2-BP antag	IDE inh	GalR3 antag	p-CIP stab down	MEKK3 PB1 HTS	PHOSPHO1 inh	structure
1	-1.7	8.3	-6.7	-4.2	.	-6.2	.	.	.	C[C@H](O)[C@@H]1C(=O)N2CCc3ccc(-c4cccc(F)c4)cc3[C@@H]2C[C@@H]1N(C)C(=O)Nc1ccccc1
2	.	.	.	.	2.4	.	-16.7	108.0&104.0	7.8	Nc1c2c(nc3c1CCC3)CCCC2
3	-1.2	20.6	0.6	7.3	11.7	1.8	0.7	103.0	52.4	CC1Cc2ccccc2N1C(=O)CCNS(=O)(=O)c1cccc2nsnc12 (stereo unspecified)
4	1.1	3.9	-1.2	-5.5	0.9	6.9	-5.7	102.0	-43.0	COc1ccccc1-c1cc(C(=O)Nc2sc3c(c2C#N)CCC(C)C3)c2ccccc2n1 (stereo unspecified)
5	-0.7	5.8	-0.1	23.5	-2.1	-2.5	-0.2	104.0	-5.1	CC(C)CNC(=O)c1cccc(NC(=O)C(C)C)c1
6	-0.9	-1.1	6.7	-16.3	-1.4	-2.9	10.3	103.0	-0.6	CSc1ncccc1C(=O)N(C)CC(=O)Nc1ccc(Cl)c(C(F)(F)F)c1
7	-1.5	8.2	5.4	6.3	0.4	2.9	-3.3	103.0	8.4	Cc1ccccc1CN(C)CCc1ccccn1
8	0.9	3.6	-3.0	5.0	0.3	0.3	-5.5	120.0	34.9	CCc1ccc2nc(NC(=O)Cn3cnc4ccccc4c3=O)sc2c1
9	-0.1	-2.8	2.7	-2.4	-3.9	-6.2	-0.2	109.0	-8.3	Cc1ccc(-c2cc(C(F)(F)F)c(C#N)c(SCCC#N)n2)o1
10	0.3	-6.8	4.2	-3.8	-0.7	0.7	-4.2	106.0	27.9	CC(C)Cc1nnc(NC(=O)CCC(=O)Nc2ccccc2)s1
11	.	13.3	1.9	.	-4.2	4.0	-3.6	102.0	-61.8	COc1ccccc1C(=O)NNC(=S)NC(=O)c1cccs1
12	1.8	-2.0	4.5	-23.0	1.1	-9.3	-10.1	106.0	24.3	CCCc1cnc(NCCNCC(O)COc2ccc(Cl)c(Cl)c2)nc1 (stereo unspecified)
13	1.0	-8.6	5.9	10.5	0.7	-5.4	-11.9	101.0	49.8	O=C(CSc1nc2c(sc3ccccc32)c(=O)n1CCCN1CCCC1)NCC1CCCO1 (stereo unspecified)
14	2.9	0.6	-1.5	15.0	-2.4	-6.7	-4.8	94.0	1.0	O=C(Nc1ccc2c(c1)CCC2)c1cc(S(=O)(=O)N2CCN(c3ccccc3)CC2)ccc1Cl
15	-4.1	-6.0	1.4	19.2	1.9	-2.8	-0.1	101.0	56.2	COc1cccc(C(=O)NC2CCN(CC(=O)Nc3nccs3)CC2)c1
16	0.2	-4.7	-1.3	9.9	9.8&-1.2	.	6.0&-24.9	92.0&99.0&101.0	3.5&39.7	CN1C(C(=O)Nc2ccccn2)=C(O)c2ccccc2S1(=O)=O
17	2.4	3.0	4.0	-17.6	7.3	-0.7	-3.1	109.0	11.6	O=C(CSc1nc2c(c(C(F)(F)F)n1)CCc1ccccc1-2)NCc1ccc(F)cc1
18	-0.8	10.0	-3.2	3.0	-1.4	-4.2	-13.3	96.0	3.2	CC(C)COc1ccccc1C(=O)NC(CO)C(=O)O (stereo unspecified)
19	0.8	-5.1	2.1	-5.8	1.4	-2.0	-16.5	104.0	14.7	CCOC(=O)Cn1nc(NC(=O)c2ccc3c(c2)OCO3)cc1C
20	-1.3	-3.0	6.3	-10.1	-5.3	-6.5	-13.8	95.0	-29.8	CN(c1ccc(OCC(=O)N2CCOCC2)cc1)S(=O)(=O)c1ccc(Cl)cc1
21	3.7	7.6	5.0	-0.7	4.0	-11.7	-11.2	97.0	-2.0	O=C(NC1CC1)C1CCCN(C(=O)Nc2ccc(F)cc2)C1 (stereo unspecified)
22	-0.7	-7.9	1.9	7.8	6.1	-4.1	-7.2	90.0	8.0	CCn1c(N2CCN(C(=S)NC)CC2)nc2ccccc21
23	0.3	-5.7	5.5	2.8	2.7	5.3	0.1	93.0	14.9	Cc1ccc2c(c1)C(=O)CCCCC(=O)N2
24	0.8	0.7	2.8	-0.8	12.3	-5.0	0.2	99.0	18.9	CCOc1ccc(NC(=O)c2cnsn2)cc1

Individual results from the entries so far:
`CCOc1ccc(NC(=O)c2cnsn2)cc1` – M4 PAM = 0.7
`C[C@H](O)[C@@H]1C(=O)N2CCc3ccc(-c4cccc(F)c4)cc3[C@@H]2C[C@@H]1N(C)C(=O)Nc1ccccc1` – M4 PAM = 8.3

Other entries.
No.	CRFBP-R2 agonist	M4 PAM	IDE act	CRFR2-BP antag	IDE inh	GalR3 antag	p-CIP stab down	MEKK3 PB1 HTS	PHOSPHO1 inh	structure
25	-1.2	0.0	-2.5	2.9	0.3	-11.6	-0.9	116.0	37.5	Cc1nc2ccc(Br)cc2c2c1CC(CO)O2 (stereo unspecified)
26	1.6	-2.5	1.2	21.1	-0.8	-0.4	-4.0	97.0	19.5	COc1cc(/C=N/Nc2nc3ccccc3[nH]c2=O)ccc1O
27	4.2	1.4	-0.1	-5.3	2.6	-1.9	-11.3	97.0	29.8	CC1(C)CC2(CCO1)OC(=O)CC2C(=O)NCCc1ccccc1 (stereo unspecified)
28	1.3	1.0	5.9	4.9	2.1	-3.0	6.7	101.0	7.1	Cc1ccc(S(=O)(=O)N2CCN(S(=O)(=O)N3CCOCC3)CC2)c(C)c1
29	-1.6	8.3	4.2	9.6	2.1	-6.4	.	103.0	.	COc1ccc2c(c1)O[C@H]1c3ccc(O)cc3OC[C@@H]21
30	-1.1	0.9	5.7	1.3	-1.4	-5.0	.	.	.	CCOc1ccc(NC(=O)CN(C)C(=O)COc2cccc3c2OC(C)(C)C3)cc1OCC
31	-0.2	0.7	.	0.6	2.3	-1.6	-7.1	90.0	12.2	O=[N+]([O-])c1ccc(N2CCCC2)nc1
32	-2.0	1.6	.	-6.0	.	4.3	.	.	.	O=C1Nc2ccccc2Cc2ccccc21
33	-1.4	7.6	2.4	12.9	-4.8	-6.4	.	.	.	CSc1ncccc1C(=O)Nc1cccc(S(=O)(=O)N2CCOCC2)c1
34	1.3	-11.2	6.4	5.6	-8.1	-1.2	4.7	95.0	-3.3	CN1C(=O)C(C(=O)NC(C)(C)C)C2c3ccccc3OC13CCCCC23 (stereo unspecified)
35	-0.9	19.6	-2.2	-10.7	-1.4	-5.6	-3.9	96.0	29.8	CCN(CC)C(=O)CSc1nnc(-c2ccccn2)n1-c1ccccc1OC
36	-4.8	-0.1	3.2	-7.7	-2.5	-7.5	-8.9	100.0	71.5*	C/C(N)=C(/C#N)C(=O)CSc1nc2ccc(C)cc2[nH]1

Looked up by compound from the entries so far (3):
No.	CRFBP-R2 agonist	M4 PAM	IDE act	CRFR2-BP antag	IDE inh	GalR3 antag	p-CIP stab down	MEKK3 PB1 HTS	PHOSPHO1 inh	structure
35	-0.9	19.6	-2.2	-10.7	-1.4	-5.6	-3.9	96.0	29.8	CCN(CC)C(=O)CSc1nnc(-c2ccccn2)n1-c1ccccc1OC
30	-1.1	0.9	5.7	1.3	-1.4	-5.0	.	.	.	CCOc1ccc(NC(=O)CN(C)C(=O)COc2cccc3c2OC(C)(C)C3)cc1OCC
29	-1.6	8.3	4.2	9.6	2.1	-6.4	.	103.0	.	COc1ccc2c(c1)O[C@H]1c3ccc(O)cc3OC[C@@H]21

Following part:
No.	CRFBP-R2 agonist	M4 PAM	IDE act	CRFR2-BP antag	IDE inh	GalR3 antag	p-CIP stab down	MEKK3 PB1 HTS	PHOSPHO1 inh	structure
37	-2.8	-0.2	1.8	36.1	-5.7	-3.4	0.4	100.0	-0.6	COc1cc(C(=O)Nc2cccc(-c3nncn3C)c2)cc(OC)c1OC
38	2.6	-1.6	4.7	9.4	-0.1	-3.9	-25.5	105.0	7.3	Cc1nnc(NC(=O)/C=C/c2ccco2)s1
39	-1.7	7.7	6.6	-4.6	7.3	-4.5	-4.8	111.0	24.8	CC1(CCc2ccccc2)NC(=O)N(CC(=O)Nc2ccccc2)C1=O (stereo unspecified)
40	-0.1	-1.4	-5.5	-3.7	-2.7	-6.3	1.1	102.0	.	CCOc1ccc(N2C(=O)Nc3ccc(Br)cc3C2(O)C(=O)NCCCN(C)C)cc1 (stereo unspecified)
41	0.3	-2.8	-2.7	-4.8	-1.4	-4.3	-4.2	99.0	13.7	CCN(CC)C(=O)CSc1nc(O)cc(=O)n1CC
42	1.6	5.1	-5.4	7.6	-0.3	.	-14.9	104.0	-13.3	CC1CC(C)CN(CCCNC(=O)Cn2ncc3c(=O)oc4ccccc4c32)C1 (stereo unspecified)
43	1.0	0.8	3.6	-3.0	0.8	-0.9	-11.8	104.0	22.6	COc1ccccc1C(=O)Nc1ccnn1C1CCN(Cc2cnn(C)c2C)CC1
44	1.9	4.1	6.0	-4.8	0.9	-2.2	-8.8	96.0	17.7	O=C1C2C(c3cccc(/C=C/c4ccccc4)c3)CC=CC2C(c2ccc3ccccc3c2)N1Cc1ccccc1 (stereo unspecified)
45	0.9	11.9	2.0	-2.5	-4.4	-4.4	.	.	.	Cc1cnc(C(=O)OCC(=O)NCc2cccc(Cl)c2)cn1
46	-0.1	11.9	-7.5	16.3	5.1	-4.9	-2.6	103.0	34.2	CCOC(=O)Nc1sc(NS(=O)(=O)c2ccccc2)nc1C
47	1.4	10.9	-3.9	-1.9	3.9	10.9	-6.6	99.0	-14.7	C=CCn1c(SCc2nc3ccccc3c(=O)[nH]2)nc2scc(C3CC3)c2c1=O
48	0.1	3.8	4.7	-9.6	4.8	-3.3	-1.1	106.0	-12.3	CCCC(c1nnnn1Cc1ccco1)N1CCN(C2CCCC2)CC1 (stereo unspecified)
49	6.5	-2.1	-0.1	-3.0	0.5	-1.8	-5.6	77.0	31.7	CN1CCN(C(=O)C2=C[C@@H](C(C)(C)C)C[C@@H](OCc3ccc(CO)cc3)O2)CC1
50	0.6	4.4	-0.7	-19.3	-6.3	-0.9	-10.7	104.0	19.8	CCCNC(=O)c1ccccc1SCc1c(C)noc1C
51	-2.2	-7.5	-2.1	61.7*	-3.3	-6.4	-3.4	100.0	32.2	CCCOc1ccc(C(=O)N2CCN(c3ccc(NC(=O)CC)cc3Cl)CC2)cc1

From PubChem
